# ALOX12 inh: inhibitors of human 12S-lipoxygenase ALOX12; 580,000 compounds, 1.1% hits; purified 12hLO, xylenol orange hydroperoxide absorbance; Potency, µM (top dose mostly 108 µM), inactives show at the top dose activity change, negative = inhibition, actives largely listed as inhibitors; P18054; AID 1671190; further: on the % scale 0 is the no-effect control and ±100 the full control effect
#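 Purified human 12hLO at 150 nM in 25 mM Hepes, 0.01% Triton X-100, pH 7.0, preincubated 15 min at room temperature with compound. Reaction started with 40 uM arachidonic acid, 30 min at room temperature. Hydroperoxide measured by Fe-xylenol orange, 573/405 nm absorbance ratio.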
# Pin1 inh: human Pin1 inhibition. Pin1 FP peptide displacement, HiFluor488, 10 min. Potency, µM (titrated, usually from 115 µM), inactives show at the top dose activity, negative = inhibition, usual class: inhibitors. 390,000 compounds, 0.009% hits; active means well fitted inhibition curve with a large enough effect in the polarisation, with a control signal flat, not every such curve was filed as active; inconclusive means small, poorly fitted or top-dose-only effect, or effect the other way, or a change in a side signal; inactive means no such curve, though single readings can be large or run the other way; the % refers to the polarisation; further: on the % scale 0 is the no-effect control and ±100 the full control effect
# Target sequence (Q13526 whole entry, looked up): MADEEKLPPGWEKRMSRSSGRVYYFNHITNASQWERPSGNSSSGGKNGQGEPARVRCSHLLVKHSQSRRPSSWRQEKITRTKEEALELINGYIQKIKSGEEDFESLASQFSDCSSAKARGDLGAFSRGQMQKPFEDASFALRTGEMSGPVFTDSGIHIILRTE
# rTrxR1 inhibitor: inhibitors of rat thioredoxin reductase 1. AID 588453. 390,000 compounds, 1% hits. O89049. recombinant rTrxR1, NADPH fluorescence consumption, selenite substrate. Potency, µM (highest dose often 114 µM), inactives show top-dose activity change, negative = inhibition, hits mostly inhibitors; further: on the % scale 0 is the no-effect control and ±100 the full control effect; nearly all actives have a fitted effect of over 65% in size
#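 Rat TrxR1 (90 nM in the dispensed reagent) was pre-reduced with 400 uM NADPH for 5 min at room temperature, then incubated with compound for 15 min. After 400 uM selenite was added, NADPH fluorescence (Ex 340/Em 450 nm) was followed for 8 min.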
# PGK inhibitor: inhibitors of T. brucei phosphoglycerate kinase; P07378; PGK/GAPDH coupled, Kinase-Glo luminescence, 60 min; Potency, µM (highest dose often 57.5 µM), for the others: at the highest dose activity change, negative = inhibition, hits mostly inhibitors; 380,000 compounds, 0.043% hits; AID 602233; further: on the % scale 0 is the no-effect control and ±100 the full control effect; nearly all actives have a fitted effect of over 60% in size
# Target sequence (P07378 whole entry, looked up): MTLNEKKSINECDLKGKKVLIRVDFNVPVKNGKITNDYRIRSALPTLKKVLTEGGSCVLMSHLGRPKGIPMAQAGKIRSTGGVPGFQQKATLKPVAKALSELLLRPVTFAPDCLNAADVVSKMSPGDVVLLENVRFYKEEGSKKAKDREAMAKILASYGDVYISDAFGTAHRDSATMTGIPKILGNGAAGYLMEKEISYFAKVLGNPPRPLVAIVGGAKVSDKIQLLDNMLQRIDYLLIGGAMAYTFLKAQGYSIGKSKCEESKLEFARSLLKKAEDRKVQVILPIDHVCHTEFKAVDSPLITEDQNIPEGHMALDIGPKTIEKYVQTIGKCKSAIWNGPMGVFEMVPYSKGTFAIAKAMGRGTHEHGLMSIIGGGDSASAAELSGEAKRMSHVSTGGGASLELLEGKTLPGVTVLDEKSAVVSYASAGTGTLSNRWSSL
#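 Recombinant glycosomal PGK reaction used 1,3-bisphosphoglycerate generated in-well by GAPDH (100nM final) in 100mM TEA pH 7.6, 5mM MgCl2, 0.01% Tween-20. After 60 minutes at room temperature, ATP was read by Kinase-Glo Plus luminescence end-point.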
# RGS4 inh: inhibitors of human regulator of G protein signaling 4; Potency, µM (series often up to 114 µM), for the others: at the highest dose activity change, negative = inhibition, most hits filed as inhibitors; Transcreener GDP fluorescence polarization, RGS4-accelerated GTP hydrolysis; P49798; 390,000 compounds, 0.039% hits; further: on the % scale 0 is the no-effect control and ±100 the full control effect; nearly all actives have a fitted effect of over 75% in size; some results filed as inactive show a strong effect at the top dose
#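 MLSMR compounds (23 nl, pin-transferred) preincubated 10 min at room temperature with a 500nM (2x) first reagent, then RGS4 at 900nM (2x) plus Transcreener GDP mix added; fluorescence polarization (620/688 nm) read before and after 90 min at 30 °C.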
# HP1b chromo inh: HP1-beta chromodomain-methylated histone interaction inhibition; AlphaScreen HP1-beta / biotin-H3K9me3 peptide binding; Potency, µM (highest dose often 114 µM), for the others: at the top dose activity change, negative = inhibition, actives largely listed as inhibitors; 390,000 compounds, 0.56% hits; AID 540317; further: nearly all actives have a fitted effect of over 70% in size; inactives centre near 23
#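 AlphaScreen: HP1-beta (50 nM) preformed 30 min with biotin-H3(1-18)K9me3 peptide (50 nM) in PBS pH 7.4, 0.01% Tween-20. Compound added for 30 min at RT, then streptavidin donor/nickel chelate acceptor beads (10 ug/mL) for 30 min.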
# GLS inh: glutaminase GLS (human) inhibition | Potency, µM (top dose mostly 45.5 µM), for the others: at the top dose activity change, negative = inhibition, usual class: inhibitors | 410,000 compounds, 0.21% hits | O94925 | GLS enzymatic activity, qHTS titration; further: on the % scale 0 is the no-effect control and ±100 the full control effect
#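 hKGA in 45 mM KH2PO4 pH 8.2, 0.02% Tween-20 with pin-transferred compounds; 1 mM L-glutamine (stock) plus glutamate oxidase/HRP/Amplex Red coupling added. Fluorescence read initially and after 30 min at RT.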
# ERG-DNA inh: inhibitors of human ERG Ets domain-DNA interaction; fluorescence polarization, His-ERG Ets domain / labelled DNA; Potency, µM (highest dose often 76.9 µM), for the others: at the highest dose FP activity, negative = inhibition, hits mostly inhibitors; AID 624246; P11308; 370,000 compounds, 0.028% hits; active means well fitted inhibition curve with a large enough effect in the polarisation, with a control signal flat; inconclusive means small, poorly fitted or top-dose-only effect, or effect the other way, or a change in a side signal; inactive means no such curve, though single readings can be large or run the other way; the % refers to the polarisation;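 further: polarization taken with two DNA probes labelled with fluorescein and Texas red; % of control where 0% means no effect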
# Target sequence (P11308 whole entry, looked up, the tested form may be a part): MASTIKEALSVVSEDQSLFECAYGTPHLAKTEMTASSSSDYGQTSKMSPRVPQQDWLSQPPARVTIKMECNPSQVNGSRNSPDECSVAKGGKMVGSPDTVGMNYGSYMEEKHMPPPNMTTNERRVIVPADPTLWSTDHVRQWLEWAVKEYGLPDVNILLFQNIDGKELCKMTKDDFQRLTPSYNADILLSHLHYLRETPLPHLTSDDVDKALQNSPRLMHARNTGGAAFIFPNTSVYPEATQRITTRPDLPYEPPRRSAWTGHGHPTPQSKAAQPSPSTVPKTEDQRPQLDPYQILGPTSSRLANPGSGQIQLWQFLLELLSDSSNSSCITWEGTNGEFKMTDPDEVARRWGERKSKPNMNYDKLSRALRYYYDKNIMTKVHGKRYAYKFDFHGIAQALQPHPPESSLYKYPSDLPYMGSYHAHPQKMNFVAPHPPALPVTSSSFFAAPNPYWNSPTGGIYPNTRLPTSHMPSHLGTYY
#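 His-tagged ERG Ets domain (1 uM in the protein solution; 300mM KCl, 50mM Tris-HCl, 1mM EDTA, 1mM DTT, pH 7.5) received compound, then a probe mix of 5 nM fluorescein-DNA and 100nM Texas-615-DNA. Fluorescence polarization was read for both dyes.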
# JMJD2A Tudor inh: JMJD2A Tudor domain (human) inhibition | O75164 | AlphaScreen JMJD2A-Tudor / H3K4me3 peptide binding | Potency, µM (series often up to 114 µM), for the others: at the top dose activity change, negative = inhibition, actives largely listed as inhibitors | 390,000 compounds, 4.4% hits | AID 504339; further: on the % scale 0 is the no-effect control and ±100 the full control effect; nearly all actives have a fitted effect of over 50% in size
# Active calls of the source: *; i = inactive; ? = inconclusive; nt = not tested or not shown; ! = a repeat was not active; [ ] = dose if it differs, or a comment. Unless noted, the call rests on the fitted dose curve; in most records, active means well fitted curve in the direction sought with a large enough effect; inconclusive means small, poorly fitted or top-dose-only effect, or another doubt; inactive means no such curve, though single readings can be large; an effect the other way counts as inactive or inconclusive. Potency means the concentration at half of the fitted maximal effect.
SMILES,ALOX12 inh,Pin1 inh,rTrxR1 inhibitor,PGK inhibitor,RGS4 inh,HP1b chromo inh,GLS inh,ERG-DNA inh,JMJD2A Tudor inh
CC(C)(C)OC(=O)N1CCCC1C(=O)NCCc1ccccc1 (stereo unspecified),0%,-15%,6%,i,-12%,18%,3%,3%,-20%
CCOc1ccc(-c2cn(-c3ccc(OC)cc3)c(SCC(=O)Nc3ccccc3Cl)n2)cc1,-17%,9%,24%[57.1 µM],-6%,-12%,-10%,-16%,3%,-31%
O=C(O)c1cc(NCc2ccc(F)cc2)ccc1N1CCOCC1,27%,-9%,-3%,i,-16%,22%,0%,2%,-15%
Clc1cc(Cl)cc(Nc2ncn[nH]2)c1,-18%,3%,-10%,-6%,1%,47%[activator],3%,10%,8%
O=C1c2ccsc2SCCN1Cc1ccc(F)cc1,0%,0%,-22%,-1%,-11%,30%,-9%,-2%,17%
CN1CCN(C(=O)C2=C[C@@H](c3csc4ccccc34)C[C@@H](OCCCCO)O2)CC1,7%,-5%,-11%,-2%,20%,27%,19%,-1%,-28%
CC(=O)N1CCc2cc(N=NC3=C(O)CC(C)(C)CC3=O)ccc21,?,?,-22%,-11%,-17%[56.9 µM],47%[activator],1%,-6%,-23%
O=C(CCCOc1ccccc1)N1CCN(c2ccccn2)CC1,-3%,-2%,5%[57.1 µM],-3%,17%,22%,15%,0%,-14%
COc1ccc(C2=NS(=O)(=O)N(C)C(C(=O)N3CCC(C)CC3)=C2)cc1,-6%,-1%,15%[57.1 µM],-9%,-17%,27%,-9%,1%,-14%
CC1CN(C=O)CC(C)N1CCN1C(C)CN(C=O)CC1C (stereo unspecified),-2%,-1%,-15%[11.4 µM],-1%,6%,22%,10%,-9%,-8%
COc1ccc2c(c1)c(C(C)=O)c(C)n2CCc1ccccc1,?,-2%,10%,8%,21%,33%,-2%,-1%,-6%
Cc1ccc(C)c(NC(=O)Cn2nnc(C(=O)Nc3c(C)cccc3C)c2N)c1,9%,2%,0%,-3%,-5%,15%,10%,-6%,-7%
CCOc1cc(-c2nc(C)c(C(C)=O)n2O)ccc1OCC(=O)Nc1cccc(C)c1,-6%,2%,4%[57.1 µM],i,-13%,7%,4%,8%,-28%
O=C1c2ccccc2[C@@H]2CC(O)C(O)CCN12 (stereo partly specified),-2%,-3%,23%,i,2%,38%,-8%,10%,-1%
O=C(Nc1ccc(C(F)(F)F)cn1)Nc1cccs1,0%,1%,0%[57.1 µM],-7%,26%,3%,-18%,-3%,-5%
COCc1c(C(=O)N/N=C/c2ccncc2)nnn1-c1nonc1N,0%,0%,15%,1%,13%,49%[activator],8%,-2%,-11%
Cn1ncc([N+](=O)[O-])c1C(=O)n1nnc2ccccc21,-11%,1%,7%,0%,14%,31%,0%,-4%,-8%
C/C(=N\NC(=O)CCc1ccc(S(=O)(=O)N2CCOCC2)cc1)c1ccc(OC(F)F)cc1,4%,2%,-6%,5%,12%,28%,4%,-6%,-13%
O=C(c1cccc(C(F)(F)F)c1)c1c[nH]c(C(=O)NCC2CCCO2)c1 (stereo unspecified),-6%,4%,13%[57.1 µM],2%,17%,31%,2%,-6%,-2%
Nc1ccn(-c2ccc(Cl)cc2)c(=O)c1,62%[activator],0%,-2%,2%,-2%,6%,10%,0%,-9%
CC(=O)OCCNc1nc(-c2ccccc2)nc2ccccc12,-7%,3%,4%,-6%,-3%[11.4 µM],3%,-8%,14%,4%
O=C1CSC(c2ccccc2F)N1c1cc(Cl)ccc1O (stereo unspecified),-10%,0%,5%[57.1 µM],-3%,10%[11.4 µM],22%,14%,3%,-5%[57.1 µM]
C=CC[C@@H](CC(=O)N[C@@H](CO)Cc1ccccc1)C(=O)N[C@H](COC(=O)[C@H](CC=C)CC(=O)OC(C)(C)C)Cc1c[nH]c2ccccc12,3%,3%,18%[57.1 µM],-5%,10%,9%,-7%,5%,?
Nc1nc(-c2ccc(NC(=O)c3ccco3)cc2)cs1,-9%,9%,-7%,-4%,-15%,-15%,4%,-3%,-19%
COc1ccc(CNC(=O)c2ccc3c(c2)N(C)CCS3)cc1,10%[57.4 µM],6%,68%,-10%,-10%,26%,12%,-17%,-32%

# Random excerpt: 2 compounds from above, in no set order.
SMILES,ALOX12 inh,Pin1 inh,rTrxR1 inhibitor,PGK inhibitor,RGS4 inh,HP1b chromo inh,GLS inh,ERG-DNA inh,JMJD2A Tudor inh
COc1ccc2c(c1)c(C(C)=O)c(C)n2CCc1ccccc1,?,-2%,10%,8%,21%,33%,-2%,-1%,-6%
C=CC[C@@H](CC(=O)N[C@@H](CO)Cc1ccccc1)C(=O)N[C@H](COC(=O)[C@H](CC=C)CC(=O)OC(C)(C)C)Cc1c[nH]c2ccccc12,3%,3%,18%[57.1 µM],-5%,10%,9%,-7%,5%,?

# (cont.)
SMILES,ALOX12 inh,Pin1 inh,rTrxR1 inhibitor,PGK inhibitor,RGS4 inh,HP1b chromo inh,GLS inh,ERG-DNA inh,JMJD2A Tudor inh
Cc1ccc(S(=O)(=O)N2CCC(C(=O)C3C(=O)CC(C)(C)CC3=O)CC2)cc1,-3%,3%,-1%[57.1 µM],2%,17%,-11%,1%,-21%,-4%
COCCCNC(=O)CSc1nc(-c2ccc(OC)c(OC)c2)[nH]c1-c1ccc(F)cc1,-26%,2%,4%,0%,-6%,2%,-3%,6%,-30%
Cc1ccc(S(=O)(=O)N(C)C)cc1NC(=O)c1cc(-c2ccncc2)nc2ccccc12,0%,3%,38%[activator],-1%,-20%,16%,-11%,10%,-28%
Cc1cccc(CCNC(=O)CCNS(=O)(=O)c2cc(Br)cnc2N)c1,7%,-10%,16%[57.1 µM],-7%,-11%[56.9 µM],22%,0%,-3%,-19%
CCOc1cc(/C=N/NC(=O)c2ccc3c(c2)OCCO3)cc(Br)c1O,?,-6%,7%[57.1 µM],0%,-26%,32%,-21%,0%,-22%
Cc1ccn(CC(=O)NC2CCCN(Cc3ccc(CC(C)C)cc3)C2)n1 (stereo unspecified),-21%,-4%,26%,-2%,-2%,13%,-6%,-9%,-23%
C[C@]1(CO)CCC[C@@]2(C)C1CC[C@@H](CO)[C@@H]2CCc1ccoc1 (stereo partly specified),?,-1%,20%,3%,2%,11%,3%,13%,-14%
CC1CCCCN1C(=O)CSc1nc2ccccc2[nH]1 (stereo unspecified),3%,-4%,1%[57.1 µM],6%,34%,19%,12%,1%,-7%
O=C1CCCc2oc3ccc(NS(=O)(=O)c4cccc5cccnc45)cc3c21,2%,0%,-5%[57.1 µM],8%,11%,13%,?,0%,-11%
CC(=O)N1CCc2c(sc3c2c(=O)n(Cc2ccccc2)c(=O)n3Cc2cc(C)ccc2C)C1,-29%,0%,31%,-8%,-15%,-1%,-15%,-1%,?
Cc1ccc(B(O)O)cc1,nt,0%,15%,nt,19%,41%[activator],nt,nt,-11%
CCOC(=O)C1CCN(C(=O)c2ccc(N(C)S(=O)(=O)c3ccc(OC)cc3)cc2)CC1,-1%,-1%,2%,i,-3%,14%[57 µM],11%,11%,-11%
COC(=O)COc1cc(Br)c(/C=C2/SC(=O)N(CC(=O)N3CCCC3)C2=O)cc1OC,0%,-9%,-7%[57.1 µM],-2%,9%,25%,0%,7%,-15%
Cn1c(SCC2CCCO2)nnc1-c1cccc([N+](=O)[O-])c1 (stereo unspecified),-2%,1%,9%,-6%,5%,35%,-5%,-6%,-9%
O=C(NCc1cccnc1)c1ccc(NC(=O)c2ccc(Br)cc2)cc1,?,4%,23%[57.1 µM],15%,-8%,35%,6%,-12%,-33%
Cc1coc2cc3oc(=O)cc(C)c3cc12,-6%,1%,12%,-4%,22%,14%,11%,nt,1%
O=C(/C=C/c1ccc(O)c(O)c1)OCCc1ccccc1,11µM*!,?,?,6%,?,-24%,?,-4%,89µM*
O=C(NC1CCCCCC1)c1ccc(Br)o1,-20%,0%,-25%,9%,8%,29%,1%,2%,-1%
Cc1c(NC(=O)C(C)N2CC(C)OC(C)C2)c(=O)n(-c2ccccc2)n1C (stereo unspecified),0%,1%,-8%,6%,-1%,51%[activator],-1%,-2%,-8%
O=C(CN1CCN(S(=O)(=O)c2cc(Br)ccc2Br)CC1)NCc1ccccc1Cl,21%,15%,5%,-4%,-21%,16%,6%,-3%,-8%
O=C(COc1ccc2ccccc2c1)Nc1ccc2c3c(cccc13)CC2,-24%,6%,0%,2%,15%,16%,-3%,-1%,-16%
NC(=O)C1(N2CCCCC2)CCN(CC(=O)Nc2cc(Cl)ccc2Cl)CC1,7%,6%,18%,-12%,-25%,13%,1%,4%,-22%
C#CCOCCOCCOCCNc1nc(N2CCN(C(=O)[C@H]([C@@H](C)CC)n3cc([C@@H](N)CC(C)C)nn3)CC2)nc(N2CCN(C(=O)[C@H](CCCCN)n3cc([C@@H](N)CO)nn3)CC2)n1,nt,2%,13%,-1%,6%,30%,0%,-6%,79µM*
Cc1ccc(S(=O)(=O)NCCC(=O)Nc2cccc(Cl)c2)cc1,?,-1%,2%,3%,0%,19%,0%,-6%,2%
COc1cccc(NC(=O)[C@H](C)NC(=O)N2CCn3c2nc2ccccc23)c1,0%,-6%,21%,2%,17%,42%[activator],-2%,-3%,-9%

# High-throughput results: PubChem, National Center for Advancing Translational Sciences (NCATS)

# This is a subset; the hit share may differ from the screen's.
